NIH3T3 tox: NIH 3T3 cell cytotoxicity; NIH 3T3 viability, CellTiter-Glo ATP luminescence, 48-72 h; 4.3% of 94,000 active; AID 1345082; Potency, µM (highest dose often 96.7 µM), inactives show at the highest dose activity change, negative = cytotoxicity, most hits filed as inhibitors; note: potency is the fitted concentration of half-maximal effect; nearly all actives have a fitted effect of over 55% in size
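ATP-dependent luminescence (CellTiter-Glo) served as the viability signal for NIH 3T3 cells treated with compound for 48 or 72 hr at 37 °C.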
IP6K1 inhibitor: blocks human inositol hexakisphosphate kinase 1 | activity change, % (series mostly up to about 58 µM) | 0.81% of 140,000 active | AID 1645851 | Q92551 | IP6K1 kinase, ADP-Glo luminescence, 2 h; stronger effect = lower value; in the data active = activity change below about -25%
Target sequence (Q92551 whole entry, looked up): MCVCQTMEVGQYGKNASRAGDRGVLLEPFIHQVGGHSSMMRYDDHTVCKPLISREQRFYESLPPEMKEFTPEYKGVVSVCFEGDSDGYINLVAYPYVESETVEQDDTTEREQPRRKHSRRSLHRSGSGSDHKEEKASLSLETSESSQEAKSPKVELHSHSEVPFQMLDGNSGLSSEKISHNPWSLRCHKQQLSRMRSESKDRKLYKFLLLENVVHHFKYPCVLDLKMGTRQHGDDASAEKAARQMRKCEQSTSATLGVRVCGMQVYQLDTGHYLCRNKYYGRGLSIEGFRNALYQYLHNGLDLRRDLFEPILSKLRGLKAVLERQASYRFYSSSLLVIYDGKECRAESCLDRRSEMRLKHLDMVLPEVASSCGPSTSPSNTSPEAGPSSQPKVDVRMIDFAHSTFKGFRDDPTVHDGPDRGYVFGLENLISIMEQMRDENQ
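ADP-Glo luminescence measures ADP made by human IP6K1 during a 2 h RT reaction with ATP/IP6 (mix at 1.3 mM/130 uM); top library doses 57.5 and 19.1 uM final.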
GPT2 inhibitor: blocks human glutamate pyruvate transaminase 2. Q8TD30. Recombinant GPT2, coupled pyruvate oxidase/HRP Amplex Red fluorescence. 0.25% of 100,000 active. Potency, µM (top dose mostly 57.7 µM), for the others: top-dose activity change, negative = inhibition, hits mostly inhibitors; note: potency is the fitted concentration of half-maximal effect; nearly all actives have a fitted effect of over 60% in size; many of its hits are not listed in these tables
Target sequence (Q8TD30 whole entry, looked up): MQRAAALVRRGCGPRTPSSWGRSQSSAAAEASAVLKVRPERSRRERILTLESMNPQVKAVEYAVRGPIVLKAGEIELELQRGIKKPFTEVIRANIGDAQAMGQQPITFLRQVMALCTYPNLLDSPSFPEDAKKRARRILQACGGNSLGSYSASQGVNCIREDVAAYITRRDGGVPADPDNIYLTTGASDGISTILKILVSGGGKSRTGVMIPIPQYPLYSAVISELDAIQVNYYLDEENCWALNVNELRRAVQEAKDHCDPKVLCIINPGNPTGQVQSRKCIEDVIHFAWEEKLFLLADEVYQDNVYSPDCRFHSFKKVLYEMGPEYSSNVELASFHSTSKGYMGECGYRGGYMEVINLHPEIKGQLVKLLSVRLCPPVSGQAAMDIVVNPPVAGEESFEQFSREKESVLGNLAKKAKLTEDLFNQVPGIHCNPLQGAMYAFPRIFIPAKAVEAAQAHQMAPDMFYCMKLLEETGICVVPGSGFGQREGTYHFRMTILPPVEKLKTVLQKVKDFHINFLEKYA
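GPT2 10ng/uL, a-KG 250uM, L-Ala 2mM, HEPES pH7.5 + 0.0001% Tween; 30 min RT. Then Amplex mix (PO/HRP/ThPP), 30 min RT dark, fluorescence. AOA 50uM used as positive control.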
FLuc inh: inhibitors of firefly (Photinus pyralis) luciferase; P08659; purified P. pyralis luciferase, luminescence, biochemical; Potency, µM (doses to about 115 µM), for inactives: top-dose activity change, negative = inhibition, usual class: inhibitors; 2.5% of 76,000 active; AID 1347043; note: potency is the fitted concentration of half-maximal effect; nearly all actives have a fitted effect of over 65% in size
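Luminescence read by CCD imaging after purified firefly luciferase (10nM final) was added to substrate buffer holding 10uM D-luciferin and 10uM ATP, pH 7.5, pre-dosed with compound.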
HEK293 tox: cytotoxic compounds in HEK 293 cells | HEK 293 viability, ATP luminescence (CellTiter-Glo), 48-72 h | Potency, µM (series often up to 115 µM), for inactives: at the top dose activity change, negative = cytotoxicity, most hits filed as inhibitors | 6.6% of 94,000 active; note: potency is the fitted concentration of half-maximal effect; nearly all actives have a fitted effect of over 60% in size
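CellTiter-Glo luminescence (cellular ATP) was read after 48 or 72 hr of compound exposure at 37 degree Celsius. Cells were HEK 293 plated at 250 cells/well.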
HEK293 viab: cell viability loss counter-screen | Potency, µM (series often up to 57.1 µM), inactives show at the highest dose activity change, negative = cytotoxicity, most hits filed as cytotoxic | HEK-293-SNCA-luc viability, GF-AFC fluorescence, 24 h | 0.12% of 150,000 active;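 note: potency is the fitted concentration of half-maximal effect; 0% = DMSO-treated cells and -100% = medium-only wells without cells; nearly all actives have a fitted effect of over 30% in size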
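Cytotoxicity counterscreen: after 24 h compound treatment of genome-edited SNCA-luciferase HEK-293 cells, live-cell protease substrate GF-AFC read by fluorescence after 30 min; activity scaled between DMSO (0%) and medium-only (-100%), curves Hill-fitted.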
SNCA expr inhib: SNCA gene expression inhibition; AID 1671194; HEK-293 SNCA-luciferase knock-in, luminescence, 24 h; Potency, µM (top dose mostly 57.2 µM), inactives show at the top dose activity change, negative = inhibition, hits mostly inhibitors; 0.17% of 140,000 active;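 note: potency is the fitted concentration of half-maximal effect; plate controls were DMSO cells for no effect and cell-free wells for full effect; nearly all actives have a fitted effect of over 45% in size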
* = called active by the depositor; i = inactive; ? = inconclusive; nt = no result given; [ ] = dose if it differs, or a comment. Unless noted, calls come from the whole dose curve; as a rule, active = well fitted curve in the direction sought with a large enough effect; inconclusive = small, poorly fitted or top-dose-only effect, or another doubt; inactive = no such curve, though single readings can be large; an effect the other way counts as inactive or inconclusive. Unless noted, % is set by controls: 0 for no effect and ±100 for the full control effect.

Every second line gives: NIH3T3 tox | IP6K1 inhibitor | GPT2 inhibitor | FLuc inh | HEK293 tox | HEK293 viab | SNCA expr inhib
Cc1ccc(C(=O)N2C[C@@H](N)C[C@H]2C(=O)NC(C)C)cc1N1CCNC1=O
 : -14% | 5 | 1% | 11% | -1% | -3% | -1%
CN(CC(=O)Nc1ccc(Br)cc1)S(=O)(=O)c1cccc2nsnc12
 : nt | 18 | nt | nt | nt | -7% | 6%
COc1cccc(CNC(=O)C2CCCN(c3nccc(Nc4ccccc4OC)n3)C2)c1 (centres undefined)
 : 32µM* | -3 | i | nt | ? | 0%[12.5 µM] | -12%
C=C(CC/C=C(\C)C(=O)O)C1(O)CC=C(C)CC1 (centres undefined)
 : nt | -4 | -29% | nt | nt | 2% | nt
O=C(CS(=O)(=O)c1cccc2nsnc12)N1CCN(c2cccc(Cl)c2)CC1
 : nt | -11 | nt | nt | nt | 3% | -1%
O=C(NC1CCCCC1)[C@@H]1Cc2nc[nH]c2CN1Cc1ccc(Cl)cc1
 : ? | 23 | i | -10%[172 µM] | ? | -13%[87.6 µM] | 8%[87.6 µM]
Cc1cc(C)cc(OCC(=O)N(Cc2cccs2)c2ccc(Cl)cc2)c1
 : nt | -2 | nt | nt | nt | -2% | -6%
O=C(c1cnn(-c2ccc(F)cc2)c1-n1cccc1)N1CCN(c2cccc(Cl)c2)CC1
 : nt | 23 | nt | nt | nt | -14% | ?
CCN(C(=O)CSc1nc2ccccc2nc1Cc1ccc(F)cc1)c1cccc(C)c1
 : nt | -4 | nt | nt | nt | -18% | ?
CCc1ccc(C(=O)N2CCC(N3C(=O)CCC3C(=O)NC(C)C)CC2)cc1 (centres undefined)
 : -2% | 6 | 0% | -3% | i | -8% | 10%
O=C(Cn1cc(SCc2ccc(Cl)cc2)c2ccccc21)N1CCOCC1
 : nt | -4 | nt | nt | nt | -8% | 136%[activator]
CCCC(=O)N1CCC(N2C[C@H](O)C[C@H]2C(=O)NCc2cccc(OC)c2)CC1
 : -23% | 21 | i | 1% | -1% | 11% | 3%
COc1ccc(CCNC(=O)[C@H]2CCC[C@H]2NC(=O)c2ccncc2)cc1OC
 : -11% | 21 | i | 1% | -9% | 2% | 9%
COCc1noc([C@@H]2CN(C(=O)CC3=CCCCC3)C[C@H]2CO)n1
 : -9% | -9 | ? | -12% | -12% | 1% | -8%
COc1ccc(N2CCN(C(=O)CN3C(=O)CSc4c3c(C)nn4-c3ccccc3)CC2)cc1
 : nt | 6 | nt | nt | nt | 4% | 9%
C[C@@H](NC(=O)C[C@@H]1[C@H](O)CC[C@@H]2[C@](C)(CO)[C@H](O)CC[C@]21C)c1ccccc1
 : -2%[174 µM] | -16 | -2%[88.5 µM] | -4%[172 µM] | i | 4%[87.6 µM] | 19%[87.6 µM]
CCn1c(CN2CCCCC2)nc2cc(NC(=O)c3cc(OC)c(OC)c(OC)c3)ccc21
 : nt | -15 | nt | nt | nt | -18% | 32%[activator]
C[C@H]1[C@@H]2[C@@H](O)C([C@H](C)C(=O)NC3CCCCC3)CC[C@@]2(C)CC[C@@H]1NC(=O)C1CC1 (some centres undefined)
 : -11%[138 µM] | -8 | -4%[88.5 µM] | -5%[172 µM] | -5%[172 µM] | -2%[87.6 µM] | 1%[87.6 µM]
Cn1cc(CCC(=O)NCc2ccc(Cl)cc2)c2ccccc21
 : nt | 9 | nt | nt | nt | ? | -25%
COc1ccc(C(=O)N2C[C@@H](Oc3cccnc3)C[C@H]2C(=O)NC2CC2)c(OC)c1
 : 2% | 0 | 4% | 7% | 1% | -22% | -3%
COc1ccc(-c2cc(N3CCC(NC(=O)c4ccccc4Cl)C3)n[nH]2)cc1 (centres undefined)
 : ? | 5 | ? | -10% | ? | -12% | 2%
Cc1c(-c2ccc(Cl)cc2)c(=O)oc2c(CN3CCN(C)CC3)c(O)ccc12
 : nt | 3 | nt | nt | nt | 16% | -14%
COc1ccc(NC(=O)CSc2nc3c(c(=O)[nH]2)CCC3)cc1
 : nt | -1 | nt | nt | nt | 7% | 24%
O=C(CCC1N=C2c3ccccc3N=C(SCc3ccccc3Cl)N2C1=O)N1CCN(c2ccccc2)CC1 (centres undefined)
 : nt | 3 | nt | nt | nt | -11% | 16%
CCc1nc(-c2cc(S(=O)(=O)N3CCN(c4ccc(F)cc4)CC3)ccc2OC)no1
 : nt | -3 | nt | nt | nt | -11% | 18%
COc1cc(Cl)c(C)cc1NC(=O)CCn1cnc2onc(-c3ccc(F)cc3)c2c1=O
 : nt | 18 | nt | nt | nt | -3% | 0%
CN(CCc1ccccn1)C(=O)C1CCCN(c2cnn(Cc3ccccc3)c(=O)c2)C1 (centres undefined)
 : ? | 15 | -11% | 3% | ? | -16% | 11%
CCCNC(=O)N1CC(C(=O)N(C)C)C2(CCOCC2)C1 (centres undefined)
 : -11% | 16 | i | 4% | -2% | 3% | -6%
COCCN1C(=O)c2cccn2CC1CNC(=O)Nc1cccc(C)c1 (centres undefined)
 : -1% | 10 | i | 9% | -3% | 0% | -3%
COC(=O)c1ccc2c(c1)N(CC(=O)Nc1ccc(C)c(C)c1)C(=O)c1ccccc1S2
 : nt | 1 | nt | nt | nt | 9% | -6%
Cc1cc(C(=O)N[C@H]2CCOC[C@H]2C2CCOCC2)cc2sc(N)nc12
 : -13% | 24 | -8% | 2% | -15% | -17% | 15%
CCOc1ccccc1C(=O)N1[C@@H]2CC[C@H]1CC(NC(=O)c1cnc(C)cn1)C2 (some centres undefined)
 : i | 8 | i | -5% | i | 0% | 2%
Cc1ccc(C)c(NC(=O)Cn2nnc(C(=O)NCCc3ccccc3)c2N)c1
 : nt | -8 | nt | nt | nt | ? | ?
COCCNC(=O)[C@@H]1C[C@H](Oc2cccnc2)CN1C(=O)COc1ccc(F)cc1
 : -7% | 8 | i | -2% | 0% | 3% | -1%
COc1ccc(N(CC(=O)Nc2cccc(Cl)c2)S(=O)(=O)c2c(C)[nH]c(=O)[nH]c2=O)cc1
 : nt | -17 | nt | nt | nt | 8% | -22%
Cc1ccc(-c2nc(C(=O)Nc3cccc(C#N)c3)c3n2CCCCC3)cc1
 : nt | -9 | nt | nt | nt | -11% | -10%
Cc1ccc(CCNC(=O)c2ccc3c(c2)c(C)c(C)n3Cc2ccccc2)cc1
 : nt | -5 | nt | nt | nt | 1% | -14%
COc1ccc(C(=O)NCC(c2ccc3c(c2)OCO3)N2CCOCC2)cc1OC (centres undefined)
 : nt | 0 | nt | nt | nt | -10% | 3%
COc1ccc(C2Cn3nnc(-c4noc(CCC5CCCC5)n4)c3CO2)cc1 (centres undefined)
 : i | 15 | i | 12% | -6% | -3% | 18%
COCCc1noc(C2CNC2)n1
 : 18µM* | 1 | i | 3% | 8.9µM* | ? | ?
O=C1CN([S+](=O)([O-])c2ccccc2)CC(O)CN1Cc1ccc(Cl)cc1 (centres undefined)
 : ? | 1 | nt | nt | ? | nt | nt
Cc1nn(-c2nc(-c3ccc(F)cc3)cc(C(F)(F)F)n2)c(C)c1Cl
 : nt | -21 | nt | nt | nt | 3% | 14%
CCNc1nc(N)nc(Oc2ccc(OCC(=O)OC)nn2)n1
 : nt | -5 | nt | nt | nt | 5% | 12%
OC(COc1ccccc1CNC1(c2ccccc2)CC1)CN1CCCCC1 (centres undefined)
 : ? | -9 | i | 1% | ? | -23% | 2%
Cc1cccc(C(=O)N2CCCCCCNC(=O)[C@@H]3CCC[C@@H]32)c1
 : 3% | 1 | -9% | 2% | -15% | 1% | -13%

Next section; the last 3 above are carried over.
Every second line gives: NIH3T3 tox | IP6K1 inhibitor | GPT2 inhibitor | FLuc inh | HEK293 tox | HEK293 viab | SNCA expr inhib
CCNc1nc(N)nc(Oc2ccc(OCC(=O)OC)nn2)n1
 : nt | -5 | nt | nt | nt | 5% | 12%
OC(COc1ccccc1CNC1(c2ccccc2)CC1)CN1CCCCC1 (centres undefined)
 : ? | -9 | i | 1% | ? | -23% | 2%
Cc1cccc(C(=O)N2CCCCCCNC(=O)[C@@H]3CCC[C@@H]32)c1
 : 3% | 1 | -9% | 2% | -15% | 1% | -13%
Cc1nc(N2CCC(C(=O)NCc3ccc4c(c3)OCO4)CC2)cc(C(F)(F)F)n1
 : ? | -18 | 3% | 89µM* | ? | 4% | 10%
CS(=O)(=O)N(C1CC1)C1CCOC2(CCN(C(=O)Nc3ccccc3F)CC2)C1 (centres undefined)
 : -4% | 11 | i | -2% | i | 6% | -18%
Cc1ccc(C(C)C)c(OCC(=O)Nc2ccc(O)c(-c3nc4cc(Cl)ccc4o3)c2)c1
 : nt | 3 | nt | nt | nt | 3% | 9%
CCOc1ccc(C2c3c(oc4ccccc4c3=O)C(=O)N2Cc2ccc3c(c2)OCO3)cc1 (centres undefined)
 : nt | -10 | nt | nt | nt | -11% | 13%
COC(=O)c1ccc(OCC2c3cc(OC)c(OC)cc3CCN2C(=O)c2ccccc2C)cc1 (centres undefined)
 : nt | 0 | nt | nt | nt | -6% | 0%
CCCCCCCCCCCCCCCCCCNC(=O)OC1CCN(C(=O)OC[C@H](COC(=O)N(Cc2cccc[n+]2CC)C(=O)c2ccccc2OC)OC)CC1
 : nt | 3 | 5% | nt | nt | -5%[23.9 µM] | -47%[25.6 µM]
CCC1=C(C(=O)OC)C(c2ccc(Cl)cc2)N2C(CC(=O)N3CCOCC3)=CSC2=N1 (centres undefined)
 : i | 12 | i | 2% | ? | 0% | 11%
COc1cccc(NC(=O)CN2C(=O)COc3ccc(S(=O)(=O)N4CCCCCC4)cc32)c1
 : nt | 1 | nt | nt | nt | ? | -10%
COc1ccc(N2C(=O)CSC23CCN(C(=O)Nc2ccc([N+](=O)[O-])cc2)CC3)cc1
 : ? | 15 | 1% | -11% | 25µM* | 4% | -2%
CNC(=O)CCn1ncc2cc(OCc3ccccc3-c3cccc(CO)c3)ccc21
 : ? | 11 | -12%[88.5 µM] | 16µM* | 79µM* | -12%[87.6 µM] | ?

2 of the compounds above, with bars between the fields.
SMILES | NIH3T3 tox | IP6K1 inhibitor | GPT2 inhibitor | FLuc inh | HEK293 tox | HEK293 viab | SNCA expr inhib
CCCCCCCCCCCCCCCCCCNC(=O)OC1CCN(C(=O)OC[C@H](COC(=O)N(Cc2cccc[n+]2CC)C(=O)c2ccccc2OC)OC)CC1 | nt | 3 | 5% | nt | nt | -5%[23.9 µM] | -47%[25.6 µM]
CCC1=C(C(=O)OC)C(c2ccc(Cl)cc2)N2C(CC(=O)N3CCOCC3)=CSC2=N1 (centres undefined) | i | 12 | i | 2% | ? | 0% | 11%

Compound activity as filed in PubChem.
